# 5HT1E antag: antagonists of human 5-HT1E serotonin receptor; P28566; actives 0.99% (n = 65,000); inhibition, % at 6 µM; CHO 5-HT1E Ga15 NFAT-bla reporter, FRET, antagonist; AID 571;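 active = inhibition above a set limit, the mean inhibition across every tested compound plus 3 SD, cut at about 29% in these data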;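 also: signal is the 460 over 535 nm emission ratio of beta-lactamase substrate; 0% = agonist plus DMSO wells and 100% = wells without agonist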
# Abs 340nm: absorbance at 340 nm | compound absorbance at 340 nm, fold over control | fold change at 10 µM | 65,000 tested, under 10 active;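 active = at 10 µM dose, initial 340 nm absorbance at least 2 fold that of control wells; inactive = change under 2 fold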;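 also: initial absorbance extrapolated from kinetic A340 decline of NADH oxidation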
# HTR1E agonist: agonists of human 5-HT1E serotonin receptor; AID 574; activation, % at 6 µM; CHO 5-HT1E Ga15 NFAT-bla reporter, FRET; 0% DMSO wells, 100% control agonist wells; actives 0.69% (n = 65,000);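 active = activation above a set limit, the screen-wide mean activation plus 3 SD, cut at about 8.5% in these data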;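 also: 100% = positive control agonist at 1 µM giving full maximal response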
# HER2 expr 66K: lowers expression of human Her2 kinase. SKBR-3 HER2 protein level, AlphaScreen, 18-24 h; stronger effect = lower value. HER2 level % of control, % at 10 µM. AID 645. P04626. actives 0.69% (n = 65,000);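 active = HER2 level under 5% of the carrier-only control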;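 also: 100% = DMSO carrier and 0% = 500 nM PU-H71 HSP90 inhibitor; lower value means stronger loss of Her2 protein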
# 5HT1a antag: blocks the human serotonin 5-HT1a receptor | P08908 | actives 0.68% (n = 62,000) | CHO 5-HT1a Ga15 NFAT-bla reporter, antagonist mode | inhibition, % at 10 µM;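 active = inhibition above the mean of all tested compounds plus 3 SD, cut at about 43% in these data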;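 also: receptor stimulated by 5-CT agonist at 100 nM near EC80; beta-lactamase reporter measured by ratiometric fluorescence of a cleavable substrate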
# MMP13 inh: blocks human MMP13 activity. P45452. MMP-13 fTHP FRET cleavage, Mca fluorescence. inhibition, % at 4 µM. actives 0.07% (n = 65,000);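 active = inhibition above the mean of compound-free control plate wells plus 3 SD, cut at about 14% in these data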;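 also: 0% = DMSO wells and 100% = wells with reference MMP-13 inhibitor after basal subtraction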
# S1P3 ag: S1P3 (human) receptor agonism | Q99500 | S1P3 NFAT-BLA reporter cells, FRET ratio; relative to 1 µM S1P, basal subtracted | activation, % at 4.5 µM | actives 0.1% (n = 60,000);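 active = activation above the screen-wide mean plus 3 SD, cut at about 4.5% in these data, passing the limit was not always enough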; also: some compounds called inactive have numbers as strong as hits
# Target sequence (Q99500 whole entry, looked up): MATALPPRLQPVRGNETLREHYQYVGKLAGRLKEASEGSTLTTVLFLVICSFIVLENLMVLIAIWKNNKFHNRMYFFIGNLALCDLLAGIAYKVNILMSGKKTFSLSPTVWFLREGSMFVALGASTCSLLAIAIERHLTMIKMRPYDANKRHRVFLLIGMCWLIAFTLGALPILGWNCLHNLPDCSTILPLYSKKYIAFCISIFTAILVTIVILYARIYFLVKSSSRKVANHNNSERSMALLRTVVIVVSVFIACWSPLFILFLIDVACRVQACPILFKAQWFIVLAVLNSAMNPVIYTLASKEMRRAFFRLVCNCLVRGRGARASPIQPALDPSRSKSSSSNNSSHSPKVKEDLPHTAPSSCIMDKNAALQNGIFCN
#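 Measure – % activation relative to 1 µM S1P (100%), per plate · System – stable CHO line with human S1P3, Gα16, NFAT-BLA reporter · Timing – cells plated overnight, compound 4 h 37 °C, substrate 2 h RT · Technique – fluorescent BLA substrate, ex 405 nm, em 460/535 nm ratio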
# Autofluor 339: intrinsic fluorescence of library compounds, ex339/em460 – biochemical, MLSMR library, data from DPM-DC assay, artefact control, profiling panel | compound autofluorescence, ex339/em460 nm, NADH buffer; stronger effect = higher value; 1 = no-compound wells, NADH background | fluorescence fold increase at 10 µM | actives 5.5% (n = 65,000) | AID 709;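 active = at 10 µM, mean starting fluorescence two-fold or more over control wells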;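 also: signal is the first read of a kinetic run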
# S1P1 ag-PAM: S1P1 (human) agonism or agonism potentiation; P21453; S1P1 CRE-bla cells, forskolin, beta-lactamase FRET, potentiator mode; S1P1 agonist co-added at EC20, 2 nM; 100% = saturating reference agonist, 0% = basal; activation, % at 9.5 µM; actives 0.57% (n = 56,000); AID 449;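 active = activation above a cutoff set at the mean activation of all tested compounds plus 3 SD, cut at about 54% in these data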;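 also: forskolin at 4 µM as EC80 and the EC20 agonist is SEW2871; 100% = SEW2871 at its EC100 plus forskolin at EC80; some compounds past the cut are filed as inactive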
# Target sequence (P21453 whole entry, looked up): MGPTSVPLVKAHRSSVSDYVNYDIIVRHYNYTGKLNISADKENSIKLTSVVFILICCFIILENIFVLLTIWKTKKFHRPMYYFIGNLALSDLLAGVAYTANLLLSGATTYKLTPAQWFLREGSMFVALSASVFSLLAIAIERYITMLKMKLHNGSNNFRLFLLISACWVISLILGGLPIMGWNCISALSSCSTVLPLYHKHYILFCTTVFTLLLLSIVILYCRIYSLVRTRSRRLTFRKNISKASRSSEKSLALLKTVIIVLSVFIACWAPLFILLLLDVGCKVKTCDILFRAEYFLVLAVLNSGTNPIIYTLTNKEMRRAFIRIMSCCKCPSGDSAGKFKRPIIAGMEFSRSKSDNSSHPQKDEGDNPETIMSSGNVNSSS
# An asterisk follows results filed as active; · = not tested or not shown; [ ] = remark or other dose. Compounds as they come; overall some 8.5% were active at least once.
SMILES,5HT1E antag,Abs 340nm,HTR1E agonist,HER2 expr 66K,5HT1a antag,MMP13 inh,S1P3 ag,Autofluor 339,S1P1 ag-PAM
CCN(C(=O)c1cc(Cl)ccc1OC)C1CCCCC1,11,0.98,-1.3,125,29,3,-1.6,1,-12
COc1ccccc1OCCCCCNCCO,1,1.1,-0.4,108,-11,0,-1.6,1.1,-9
O=C(NCc1ccc(F)cc1)c1cc2n(n1)C(C(F)(F)F)CC(C1CC1)N2 (configuration not stated),3,1.1,1.8,74,-2,4,-0.6,1.1,-5
OCCN(Cc1ccccc1)CC1CC=CCC1 (configuration not stated),1,1.1,0.3,102,8,2,-1.6,1.1,-35
CC1CCc2cc(F)cc3c(=O)c(C(=O)O)cn1c23 (configuration not stated),-7,1,-0.2,103,·,4,1.4,1,-7
O=C(Nc1cccc(C(F)(F)F)c1)C1CCN(S(=O)(=O)c2cnc[nH]2)CC1,0,0.97,1.0,177,-12,-4,1.5,1.1,-4
O=C(CSc1nc2ccccc2c(=O)n1Cc1ccc(C(=O)NC2CC2)cc1)NCc1ccco1,1,1,-0.7,102,0,2,·,1.1,·
CC(C)CCNC(=O)c1cccc(Cl)c1,-5,1.1,0.8,109,2,-5,0.5,1.1,-2
Cc1cc(C)nc(N2CCC(C(=O)Nc3ccc4c(c3)CCC4)CC2)n1,-2,1,-0.9,81,3,-3,-1.1,1.1,12
O=C(NCc1ccc(F)cc1)c1cnc2n(c1=O)CCS2,-12,1,-0.2,101,5,0,-0.7,1.1,-5
CCOc1ccc2[nH]c(=O)c(CN(Cc3ccco3)Cc3nnnn3Cc3ccccc3)cc2c1,0,1.1,-0.2,105,11,-15,-0.7,2*,-56
Cc1nn(-c2ccccc2)c(C)c1NC(=O)c1ccc(S(=O)(=O)N2CCCC2)cc1,7,1,-0.9,120,-5,4,-0.3,1.1,28
COc1ccccc1N(C(C)=O)C1SC(=O)N(c2ccccc2)C1=O (configuration not stated),-7,0.96,1.6,91,-8,-4,0.0,1.1,-18
CCOc1cc(C2C(C#N)=C(N)OC3CCCC(=O)C32)ccc1OCCN1CCOCC1 (configuration not stated),13,1.1,-1.1,100,22,4,0.5,1,-7
N#Cc1nc(-c2ccc(OCc3ccccc3)cc2)oc1N1CCOCC1,-9,1,0.4,82,-19,-56,-0.4,1.9,-17
CCc1nc(SCC(=O)Nc2cc(C)on2)c2c(=O)n(C)c(=O)n(C)c2n1,2,1,0.2,110,8,2,-0.1,1.1,-9
CN(C)c1nc(Oc2ccc(=O)n(-c3ccccc3)n2)nc(N2CCOCC2)n1,18,0.99,1.2,92,-7,-1,0.2,1.1,-45
COC(=O)c1ccc(N(CC(=O)NC2CCCC2)C(=O)CNC(=O)c2ccco2)cc1,16,1,-0.2,137,3,7,-0.8,1,2
COc1ccc(NC(=O)c2nnn(Cc3cccc(F)c3)c2N)c(OC)c1,16,1.1,0.3,95,2,4,-2.0,1.1,22
Cc1ccc(-c2csc(/C(C#N)=C(\O)CN3CCN(C(=O)c4ccco4)CC3)n2)cc1,-4,1.1,0.0,89,-1,0,-0.8,0.99,-18
CC(C)OCCCNC(=O)c1ccc(NC(=O)C2CCCO2)cc1 (configuration not stated),-17,1,-0.3,58,-21,2,·,1.1,·
Nc1nc(SCc2nc3scc(-c4cccs4)c3c(=O)[nH]2)n[nH]1,-15,1,-0.6,98,4,1,-0.3,1,-20
Cc1ccc(C(=O)CN2CCC(NC(=O)C3CCCCC3)CC2)cc1,-15,1,-1.4,107,0,0,-1.5,1.1,12
O=C(c1ccco1)N(Cc1ccco1)c1ccc(O)cc1,9,1.1,-0.9,-16*,6,3,-1.0,1.1,-21
COc1ccccc1-c1cc(-c2cc(Cl)ccc2O)n[nH]1,8,1.1,-0.6,94,·,0,-4.4,1.1,7
CN(CCc1ccccn1)C(=O)CCNC(=O)Cn1cnc2ccccc2c1=O,-7,0.96,0.4,92,-5,-2,-0.2,1.1,-47
COc1ccc(N2CC(C(=O)Nc3ccc4c(c3)OCO4)CC2=O)cc1 (configuration not stated),4,1,-1.1,112,2,-3,-0.8,1.1,3
COc1cc(OC)cc(C(=O)N2CCN(c3ccccc3F)CC2)c1,0,1,-0.6,110,13,2,0.2,1.2,-4
O=C(COc1ccc2ccccc2c1Br)N1CCN(c2ccccn2)CC1,2,1.1,-0.1,94,12,2,-0.4,1.1,-16
Cc1ccc(-n2[nH]c(C)c(/C=N/n3c(C)nc4ccccc4c3=O)c2=O)cc1,3,1.1,1.1,92,4,0,-0.1,1,-9
N#CC1=C(N)Oc2ccccc2C12C(=O)Nc1n[nH]c(-c3ccccc3)c12 (configuration not stated),5,1.1,0.9,100,5,-1,-0.6,1.1,-2
Cc1oc(C)c(C(=O)Nc2ccc(CC(=O)O)cc2)c1C(=O)Nc1ccc(CC(=O)O)cc1,-11,1.1,0.8,95,-13,4,-0.4,1.1,-17
Clc1ccc(-c2nnc(NC3=NCCCCC3)o2)cc1,3,1,0.3,80,3,2,0.0,1.1,-6
O=C(Nc1nc2ccccc2n1CCOc1ccc(Cl)cc1)c1ccco1,8,1.1,2.1,69,39,1,-1.0,1.3,28
O=C1Nc2ccccc2N=C(c2ccccc2)C1N1CCOCC1 (configuration not stated),5,1,0.4,69,2,2,-0.2,1.1,8
Cc1noc(NS(=O)(=O)c2ccc(NC(=O)CSc3nc4c(cc3C#N)CCC4)cc2)c1C,-11,1.1,0.9,95,-4,-7,0.0,0.92,-5
CN1C(=O)CC(P(=O)(c2ccccc2)c2ccccc2)N(C)C1=O (configuration not stated),-3,1,0.0,109,3,3,-1.6,1.1,-28
CCC(C(=O)OC)n1cnc2c(nnn2-c2ccc(OC)cc2)c1=O (configuration not stated),-17,1,-0.3,86,-11,-3,-0.2,1.1,-3
COC(=O)c1ccc(NS(=O)(=O)c2ccc(OC)cc2)cc1,3,1,-0.2,90,3,-1,-0.4,1,19
COc1ccc(CN(C2CCCC2)S(=O)(=O)c2ccc(-n3cnnn3)cc2)cc1OC,10,1,-0.5,78,-20,-6,-0.2,1,-4
CCOC(=O)c1cc(C)n(CCc2ccccc2)c1C,-2,1,-1.0,106,10,2,0.2,1.1,·
Cc1nn(-c2ccccc2)c(CC(C)(C)C(=O)O)c1C(=O)O,-16,1,0.1,110,-1,-4,-0.3,1.1,-16
Cc1ccc(Nc2nc(N)nc(CN3CCCCCC3)n2)cc1,-5,0.98,0.8,97,-8,0,-0.2,1.1,-7
Nc1c(C(=O)NCc2cccnc2)sc(=S)n1-c1ccccc1,-7,1.1,0.4,154,5,-4,0.4,1,-9
CCCC1CCC(C(=O)Nn2cnc3ccccc3c2=O)CC1 (configuration not stated),-8,0.96,-0.7,101,7,0,-0.3,0.95,-21
FC(F)(F)c1ccc(Sc2nnc(-c3cccs3)n2CC2CCCO2)nc1 (configuration not stated),-5,1,-0.5,108,0,0,0.0,1.1,0
Cc1cc2cc(CNC(=O)C3CCCC3)ccc2n1C,-7,1,0.2,103,-12,-2,1.1,1.1,-14
CC(C)(C)NC(=O)Nc1ccc2nccnc2c1,9,1.1,-0.2,93,13,-105[fluorescence artefact?],0.6,2.2*,-14
CCOC(=O)C1CCCN(c2ncnc3c2cnn3-c2ccc(Cl)cc2)C1 (configuration not stated),-2,1,1.6,115,-3,-2,·,1.1,·
O=C(Nc1ccccc1C(F)(F)F)N1CCCCCC1,5,1.1,-0.2,164,-3,8,-1.5,1.1,·
COc1ccc(-c2cc(-c3ccccc3)n3ncnc3n2)cc1,10,1.1,-0.2,109,·,-287[fluorescence artefact?],-5.2,2.4*,-2
COc1ccc(-c2nc(SC)n(S(=O)(=O)c3ccccc3)n2)cc1,0,1,-0.9,79,0,2,-1.2,1.1,-20
CCCNC(=O)N1CCN(S(=O)(=O)c2ccc(C)c(C)c2)CC1,-2,1,-0.5,90,-15,0,-0.5,1,-13
COCCN(C(=O)Cc1cccs1)c1nnc(-c2ccncc2)s1,3,1,0.4,117,3,-8,-0.7,1.7,20
O=C(c1ccccc1)c1ccc(N2CCNCC2)cc1,6,1.1,0.0,76,10,5,-1.5,0.96,·
Nc1nnc(C2CCCC2)s1,10,1,-1.0,97,-9,-3,-0.8,1,-5
Cc1cc(Cl)ccc1OCCCC(=O)Nc1cccnc1,-3,1,-1.1,104,-2,0,-0.4,1.1,2
COc1ccc(C(=O)OCC(=O)c2ccc(C)c(S(=O)(=O)N3CCOCC3)c2)cc1OC,5,1,0.6,74,5,-1,-1.0,1,42
CC(=O)N1CCc2cc(Br)cc(S(=O)(=O)NCC3CCCO3)c21 (configuration not stated),2,1,0.2,91,7,2,-1.2,1.1,1
O=C(Nc1ccc(-c2noc(CCc3ccccc3)n2)cc1)c1ccco1,15,1.1,-0.6,84,8,2,-1.0,1.2,30

# Later entries.
SMILES,5HT1E antag,Abs 340nm,HTR1E agonist,HER2 expr 66K,5HT1a antag,MMP13 inh,S1P3 ag,Autofluor 339,S1P1 ag-PAM
N#Cc1c(NC(NC(=O)c2ccco2)C(=O)c2ccccc2)sc2c1CCCC2 (configuration not stated),2,1,0.3,84,11,8,-1.1,1.1,4
CC(=O)c1ccccc1Oc1nc(CN2CCOCC2)nc2scc(-c3cccs3)c12,5,0.98,-0.2,62,33,-1,0.9,1,16
Cc1ccc(S(=O)(=O)C(F)(F)F)cc1NC(=O)c1cccnc1,-6,1.1,-0.7,121,-2,5,0.6,1.1,·
CC(C(=O)c1ccccc1)n1c(N2CCOCC2)nc2c1c(=O)n(C)c(=O)n2C (configuration not stated),-9,1,0.6,92,1,-1,-0.6,1.2,-2
Cc1ccc(-c2cc(C(=O)Nc3c(C)n(C)n(-c4ccccc4)c3=O)[nH]n2)c(O)c1,-9,1.1,-0.1,104,10,-3,-1.6,1.1,-23
Cc1ccc(OCC(O)CN2CCN(CC(O)COc3ccc(C)cc3Cl)CC2)c(Cl)c1 (configuration not stated),-4,1,-0.8,65,7,4,-1.0,1.1,-12
O=C1c2cccnc2C(=O)N1CO,1,1,3.5,92,-4,5,-0.7,1.1,-23

# From PubChem
